# Bioassay records: PubChem BioAssay, National Center for Advancing Translational Sciences (NCATS)
# LDHA block: blocks human lactate dehydrogenase A. 480,000 tested, 0.15% active. activity change, % (values are at about 110 or 230 µM). AID 1347041. P00338. purified LDHA, NADH/diaphorase-resazurin fluorescence; active compounds read low; in the data active = activity change below about -30%; inconclusive = mostly about -25% to -30%;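 note: plate controls were DMSO wells for no effect and wells without enzyme for full effect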
#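 Human LDH5 at 2 nM final in Tris HCl pH 7.4 with 0.06 mM NADH and 0.2 mM pyruvate, reacted 5 minutes at room temperature. Remaining NADH coupled via diaphorase/resazurin; resorufin fluorescence read at 0 and 20 minutes, normalized to enzyme-free and DMSO wells.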
# USP1-UAF1 inh: USP1/UAF1 (human) deubiquitinase inhibition; recombinant USP1/UAF1, Ub-Rhodamine cleavage fluorescence; Potency, µM (series often up to 57.1 µM), inactives show at the highest dose activity change, negative = inhibition, actives largely listed as inhibitors; 390,000 tested, 0.23% active; AID 743255; note: potency is the fitted concentration of half-maximal effect; % is set by controls: 0 for no effect and ±100 for the full control effect; nearly all actives have a fitted effect of over 60% in size; inactives centre near -12
#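 1 nM enzyme complex + cpd, 15 min RT; start with Ub-Rho 150nM final; kinetic fluorescence ex 480/em 540, 6 reads q60 s. Buffer 50mM HEPES pH 7.8, 0.5mM EDTA, 0.1 mg/ml BSA, 1mM TCEP, 0.01% Tween-20.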
# mIDH1 inhibitor: human IDH1 R132H inhibition. 390,000 tested, 0.093% active. Potency, µM (top dose mostly 76.6 µM), for inactives: at the top dose activity change, negative = inhibition, actives largely listed as inhibitors. IDH1-R132H enzyme, NADPH consumption, diaphorase/resazurin fluorescence. O75874. AID 602179; note: potency is the fitted concentration of half-maximal effect; % is set by controls: 0 for no effect and ±100 for the full control effect; nearly all actives have a fitted effect of over 65% in size
#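 IDH1-R132H (0.5 ug/mL) preincubated 30 min with compound, then NADPH (0.016 mM) and alpha-KG (2 mM) added; 80 min at RT, pH 7.5. Remaining NADPH coupled via diaphorase/resazurin to fluorescence (540/590 nm); concentration-response curves normalized to no-enzyme control.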
# Vif-APOBEC3G blk: Vif-A3G binding inhibition | HeLa A3G-eYFP + Vif (tagged APOBEC3G with the HIV-1 protein that degrades it), YFP fluorescence, overnight | Potency, µM (doses to about 46.1 µM), inactives show at the top dose activity, negative = active, most hits filed as inhibitors | 410,000 tested, 0.076% active | AID 602310;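 note: potency is the fitted concentration of half-maximal effect; % is set by controls: 0 for no effect and ±100 for the full control effect; nearly all actives have a fitted effect of over 60% in size; hits raise eYFP signal because A3G escapes Vif-driven loss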
#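 HeLa cells stably expressing Vif and C-terminally eYFP-tagged A3G, seeded overnight at 37 deg C, then exposed to compound by pintool overnight at 37 deg C. Rise in yellow fluorescence (Ex 488/Em 500-530, Acumen) marks blocked Vif-driven A3G degradation.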
# TrxR1 substrate: substrates of rat thioredoxin reductase 1; O89049; purified TrxR1 substrate turnover, NADPH consumption readout; Potency, µM (doses to about 114 µM), without a hit: at the top dose activity change, negative = substrate turnover; 390,000 tested, 0.01% active; note: potency is the fitted concentration of half-maximal effect; % is set by controls: 0 for no effect and ±100 for the full control effect; nearly all actives have a fitted effect of over 50% in size
#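 Rat TrxR1, dispensed at 90 nM, was prereduced with 400 uM NADPH (final) for 5 min at ~22 deg C, then incubated with compound 15 min before 400 uM selenite. A first-read NADPH fluorescence drop versus no-compound background flagged substrates.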
# GRP78 ERSR act: inducers of ER stress response in human glioma cells | U87-MG GRP78 promoter luciferase reporter, 16 h | 420,000 tested, 0.02% active | Potency, µM, without a hit: at the highest dose activation, hits mostly activators; note: potency is the fitted concentration of half-maximal effect; series mostly up to about 76 µM; % of control where 0% means no effect; nearly all actives have a fitted effect of over 35% in size
#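 Stably transfected U87-MG human glioma cells carrying a GRP78-based luminescent sensor were seeded at 1000 cells/well, pin-dosed with compounds and incubated 16 h. Luciferase reagent was then added, and end-point luminescence was read after 10 min at room temperature.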
# Vif-APOBEC3F blk: Vif-A3F binding inhibition; HeLa A3F-eYFP + Vif (tagged APOBEC3F with the HIV-1 protein that degrades it), YFP fluorescence increase; Potency, µM (top dose mostly 46.1 µM), for the others: top-dose activity, negative = active; 390,000 tested, 0.2% active; AID 602313; note: potency is the fitted concentration of half-maximal effect; % of control where 0% means no effect; nearly all actives have a fitted effect of over 65% in size
#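 HeLa cells stably expressing Vif plus C-terminally eYFP-tagged A3F were seeded, incubated overnight at 37 deg C, dosed with compound, incubated overnight again at 37 deg C. Yellow fluorescence (Ex 488/Em 500-530) reported blocked Vif-mediated A3F-eYFP degradation.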
# RXFP1 agonist: activates the human relaxin receptor RXFP1; Q9HBX9; AID 2676; HEK293T-RXFP1 cAMP TR-FRET, 30 min; response scale: percent of porcine relaxin response, buffer zero; 370,000 tested, 0.3% active; Potency, µM (series often up to 57.5 µM), for inactives: at the top dose activation, actives largely listed as activators; note: potency is the fitted concentration of half-maximal effect; % is set by controls: 0 for no effect and ±100 for the full control effect; nearly all actives have a fitted effect of over 60% in size; many of its hits are not listed in these tables
# Target sequence (Q9HBX9 whole entry, looked up): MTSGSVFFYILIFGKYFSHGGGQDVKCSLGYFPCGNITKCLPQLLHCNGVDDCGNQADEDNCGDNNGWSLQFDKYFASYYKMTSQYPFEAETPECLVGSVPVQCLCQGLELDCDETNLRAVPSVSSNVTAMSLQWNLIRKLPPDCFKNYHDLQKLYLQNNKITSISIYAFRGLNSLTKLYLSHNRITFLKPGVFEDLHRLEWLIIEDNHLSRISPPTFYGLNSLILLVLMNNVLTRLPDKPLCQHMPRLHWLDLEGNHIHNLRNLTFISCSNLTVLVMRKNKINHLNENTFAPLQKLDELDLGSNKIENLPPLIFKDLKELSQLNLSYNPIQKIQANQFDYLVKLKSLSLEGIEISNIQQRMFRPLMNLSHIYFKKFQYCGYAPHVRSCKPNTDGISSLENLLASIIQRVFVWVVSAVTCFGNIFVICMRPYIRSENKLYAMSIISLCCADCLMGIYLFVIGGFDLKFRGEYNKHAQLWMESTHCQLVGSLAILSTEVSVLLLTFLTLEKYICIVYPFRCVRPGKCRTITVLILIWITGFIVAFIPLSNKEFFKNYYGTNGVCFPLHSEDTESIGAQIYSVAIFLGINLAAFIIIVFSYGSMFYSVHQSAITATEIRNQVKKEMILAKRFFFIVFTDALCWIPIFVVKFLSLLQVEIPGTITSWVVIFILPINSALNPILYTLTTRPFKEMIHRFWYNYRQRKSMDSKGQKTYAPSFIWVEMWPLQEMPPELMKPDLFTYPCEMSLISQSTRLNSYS
#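 Agonist response is measured as cAMP accumulation in an RXFP1-transfected HEK293T line under PDE4 inhibition. Values are scaled between buffer-only and 29 nM porcine relaxin, and EC50s come from standard Hill equation fits.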
# PI4K2A inh: inhibitors of human PI4K2A | purified PI4K2A, ADP-Glo luminescence, 1 h; active compounds read low | 420,000 tested, 0.13% active | activity change, negative = inhibition, % at 76.9 µM | AID 1346378; in the data active = activity change below about -50%; inconclusive = mostly about -30% to -49%;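 note: -100% = wells without enzyme as full effect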
#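 PI4K2A activity was measured by ADP-Glo luminescence: enzyme (4 ug/mL stock) and phosphatidylinositol (1.2 mM stock) in Tris pH 7.5/MgCl2/EGTA/Triton X-100 buffer were reacted with ATP (300 microM stock) for one hour at ambient temperature.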
# The depositor's hits bear a star; ? = inconclusive; / = not tested or not shown; & = joins results of further samples; [ ] = remark or other dose. Unless noted, calls come from the whole dose curve; as a rule, active = well fitted curve in the direction sought with a large enough effect; inconclusive = small, poorly fitted or top-dose-only effect, or another doubt; inactive = no such curve, though single readings can be large; an effect the other way counts as inactive or inconclusive. Some of the compounds tested; count on the stated rates, not on these rows.
SMILES,LDHA block,USP1-UAF1 inh,mIDH1 inhibitor,Vif-APOBEC3G blk,TrxR1 substrate,GRP78 ERSR act,Vif-APOBEC3F blk,RXFP1 agonist,PI4K2A inh
O=C(OCc1nc(-c2ccccc2)oc1COC(=O)c1ccco1)c1ccco1,2,-8%,2%,0%,5%,-3%,-8%,3.4%,1
C[C@H](CO)N1C[C@H](C)[C@H](CN(C)S(=O)(=O)c2ccccc2C#N)OCc2cnnn2CCCC1=O,5,?,4%,-5%,/,-1%,-4%,/,-5
O=C(O)c1ccc(NC(=O)c2ccc(COc3ccccc3)o2)cc1,-1,-26%,2%,0%,2%,7%,-3%,0.2%,6
CC(C)Sc1nc2sc3c(c2c(=O)n1-c1ccccc1)CCCC3,-3,-17%,?,10%,-2%,-5%,6%,3.5%,1
Cc1ccc2cc(CN(C(=O)c3ccco3)c3cccc(C)c3C)c(=O)[nH]c2c1,-1,-24%,-20%,-2%,6%,-3%,?,2.4%,4
CC(C)OCCCN(C)C1CCN(S(=O)(=O)c2ccc(-c3ccc(=O)[nH]n3)s2)CC1,-2,-9%,-11%,-1%,-2%,3%,0%,0.6%,-1
CC1CCCCN1C(=O)c1ccc(OC2CCN(S(=O)(=O)N(C)C)CC2)cc1 (stereo not drawn),-2,-11%,1%,8%,1%,6%,0%,-3.4%,10
CC(=O)NC(C)(c1ccccc1)c1nc(-c2ccc(N(C)C)cc2)cs1 (stereo not drawn),-2,/,/,2%,/,-1%,/,/,6
Cn1c(SCC(=O)O)nc2sc3c(c2c1=O)CCC3,1,0%,8%,-2%,-1%,-2%,7%,1.5%,-3
N#CC1=C(N)NC(SCC(=O)c2ccc(Br)cc2)=C(C#N)C12CCCCC2,-2,-3%,8%,-13%,-14%,-3%,-3%,0.6%,3
CCOC(=O)C1=C(CS(=O)(=O)c2ccc(F)cc2)NC(=O)NC1c1cc(OC)c(O)c(OC)c1 (stereo not drawn),2,-17%,2%,3%,5%,-2%,-8%,2.1%,1
COc1ccc2c(c1)cc1c(=O)n(CC(=O)NCc3ccco3)nc(C)n12,-7,-9%,34%,2%,4%,0%,3%,3.4%,0
Cc1ccsc1CN(C)CC(=O)NCC(=O)Nc1ccc(F)c(F)c1F,-11,-19%,0%,0%,2%,-1%,4%,/,-4
COc1ccc(C(CC(=O)Nc2nccs2)C(C)C)cc1 (stereo not drawn),2,-21%,6%,1%,8%[57.1 µM],-7%,3%,2.3%,-11
CCOc1ccccc1NC(=O)C(CC(C)C)NC(=O)C1CCC(C)CC1 (stereo not drawn),-2&7,-9%&-18%,2%&7%,1%&-6%,-4%&-3%,-2%&-2%,3%,0.5%&0.0%,-3&2
Cc1ccc(CNC(=O)[C@H](Cc2ccccc2)NC(=O)C2CCNCC2)cc1,-15,-12%,-27%,2%,-2%,-6%,0%,2.1%,1
CC(=O)c1cccc(NC(=S)N2CCN(CCN3C(=O)c4cccc5cccc(c45)C3=O)CC2)c1,1,-7%,9%,3%,1%[57.1 µM],-1%,-3%,-0.1%,-1
O=C(c1ccc2c3c(cccc13)CC2)C1CCCN(C(=O)c2cc[n+]([O-])cc2)C1 (stereo not drawn),-6,-8%,5%,2%,25%,-6%,1%,-1.6%,10
O=C(c1ccc(Br)o1)N(c1ccc(Br)cc1)C1C=CS(=O)(=O)C1 (stereo not drawn),1,-15%,4%,1%,14%,-4%,-7%,1.6%,6
CNC(=O)c1ccsc1NC(=O)CS(=O)(=O)c1ccc(Cl)cc1,-1,-19%,0%,3%,-6%,-3%,4%,1.3%,-3
CCOC(=O)c1ccc(NC(=O)N2CCN(C3CCCCC3)CC2)cc1,-1,5%,2%,-6%,4%,-4%,-7%,-1.9%,2
CC(=O)c1oc2ccccc2c1N,-5,-12%,0%,-7%,-1%,-1%,-12%,1.3%,3
CC(=O)N[C@@H](Cc1c[nH]c2ccccc12)C(=O)NCCc1ccc(S(N)(=O)=O)cc1,-5,-2%,-7%,-1%,9%[57.1 µM],-4%,16%,6.9%,2
O=C(CN1CCN(c2ccc(F)cc2)CC1)OCc1ccccc1,-8,-3%,10%,1%,14%,-2%,-6%,1.3%,-2
Cc1nnc(SCC2=C(C(=O)O)N3C(=O)C(NC(=O)COc4ccc(F)cc4)C3SC2)s1 (stereo not drawn),-5,-20%,-3%,3%,-4%,2%,0%,0.5%,-6
# Next section.
SMILES,LDHA block,USP1-UAF1 inh,mIDH1 inhibitor,Vif-APOBEC3G blk,TrxR1 substrate,GRP78 ERSR act,Vif-APOBEC3F blk,RXFP1 agonist,PI4K2A inh
O=C1CCCCN1CCCC(=O)N1CCCC(Nc2ccccc2)C1 (stereo not drawn),-2,-20%,7%,-1%,-1%,-3%,-1%,2.9%,-7
Cc1ccc(NC(=O)C2CCCN(S(=O)(=O)c3cn(C(C)C)cn3)C2)c(C)c1 (stereo not drawn),-6,-12%,19%,1%,-2%[57.1 µM],2%,3%,0.6%,0
CCCCNc1ccc2c3c(cccc13)C(=O)N(CCCC)C2=O,1,25µM*,5%,4%,-12%,-3%,-39%,10%,1
Cc1ccc2[nH]c(=O)c3cc(C(=O)N(C)c4ccc(C)c(C)c4)sc3c2c1,-3,-1%,52µM*,-4%,0%,-6%,4%,0.0%,-1
CN1CC[n+]2c(CN3C(=O)c4ccccc4C3=O)csc21,-23,2%,3%,0%,6%[57.1 µM],0%,11%,8.5%,0
CCn1c(/C=C/N(C(C)=O)c2ccccc2)[n+](CC)c2ccc(Cl)cc21,-21,-14%,1%,1%,-5%,-2%,5%,0.9%,1
O=C1c2ccccc2NC(c2ccc(O)cc2)N1Cc1ccco1 (stereo not drawn),-5&0,-15%,0%,-2%&4%,149%&112%[activator],0%&-3%,1%,3.9%,-4
CC(C)C[C@@H](CO)N1CCN(Cc2ccc([N+](=O)[O-])cc2)CCC1=O,-2,-24%,1%,1%&3%,-2%&-2%,-3%&-4%,3%,-0.8%,-1
COc1ccccc1N1CCN(c2cc(C)nc3nc(C)nn23)CC1,0,3%,-4%,-8%,0%[57.1 µM],-2%,-3%,1.4%,-4
Cc1ccc(C(=O)c2cc([N+](=O)[O-])ccc2N2CCCCC2)cc1C,-1,-20%,0%,?,-7%[57.1 µM],-6%,-11%,0.1%,-5
c1ccc(-c2ccccc2OCCCN2CCCCC2)cc1,-18,1%,2%,0%,-2%,-5%,-11%,-0.3%,0
C=CCNC(=O)C1CCN(c2c([N+](=O)[O-])cc(C(F)(F)F)cc2[N+](=O)[O-])CC1,-3,-1%,0%,2%,5%[57.1 µM],-5%,3%,2.2%,-11
CCCN=C1N(CC)C[C@@H]2[C@@H]3C(=O)N(C)C(=O)[C@@H]3[C@](C)(C(=O)OC)N12,0,-26%,4%[38.3 µM],4%,12%,-4%,-5%,/,0
CCOc1ccc(Nc2nc3c(C)cccc3cc2C#N)cc1,-1,-1%,8%,-14%,-5%[57.1 µM],-7%,?,?,-1
Cc1cc(NS(=O)(=O)c2ccc(NC(=O)CCSc3ccc(F)cc3)cc2)nc(C)n1,1,-13%,15%,-1%,8%,0%,-5%,0.0%,-19
CC1=C(c2ccc(C)cc2)[N+](=O)C(C)(C)N1[O-],-1,-22%,10%,0%,1%,-3%,-6%,-0.3%,0
Cc1ccc2c(COC(=O)c3ccc(NC(=O)CC#N)cc3)cc(=O)oc2c1C,-5,-8%,-3%,0%,3%[57.1 µM],-1%,3%,0.1%,-4
Cc1cc(C(=O)NNS(=O)(=O)c2cccc(Cl)c2)nn1C(C)(C)C,-1,-21%,-1%,-5%,-1%,0%,-7%,0.7%,0
CC1CC(NC(=O)/C(C#N)=C/c2ccc[nH]2)CC(C)(C)C1 (stereo not drawn),-1,-20%,4%,0%,0%,-7%,-12%,2.8%,10
COc1ccc(Nc2nc(=O)[nH]nc2C)cc1,-10,-4%,3%,0%,0%,-2%,0%,1.9%,1
Cc1cccc(NC(=O)CSc2nc3c(c(=O)[nH]2)CCCC3)c1C,0,-2%,6%,-3%,8%[57.1 µM],-4%,-7%,0.7%,0
N#C/C(=C\c1ccc(O)c(Br)c1)C(=O)N1CCCCC1,-6,-8%,3%,3%,-9%,4%,-11%,0.7%,-3
COCCn1c(SCC(=O)NC2CCCCC2)nnc1-c1ccncc1,-3,-8%,-8%,7%,-2%,-1%,-11%,2.9%,2
O=C(NCc1ccco1)C(Cc1ccccc1)N1C(=O)C2C3C=CC(C3)C2C1=O (stereo not drawn),-7,-24%,4%,-5%,11%[57.1 µM],-2%,2%,-0.1%,-4
O=C(COC(=O)c1cccc(F)c1)Nc1cccc(S(=O)(=O)N2CCCCC2)c1,1,?,6%,1%,/,-5%,-3%,/,-5
Cc1ccc(-n2nnnc2CNC(=O)c2ccccc2S(C)(=O)=O)cc1C,-3,-22%,9%,1%,1%[57.1 µM],-4%,-2%,6.3%,1
COc1cccc(C(=O)Nc2cc3c(cc2C(C)=O)OCCO3)c1,-8,-8%,3%,3%,33%[activator],6%,-16%,2.9%,4
